KDM5B inh: inhibitors of human KDM5B histone demethylase. actives 2.6% (n = 220,000). Q9UGL1. KDM5B demethylase, FDH-coupled NADH fluorescence (FDH is formaldehyde dehydrogenase). Potency, µM (highest dose often 57.7 µM), for inactives: at the top dose activity change, negative = inhibition, hits mostly inhibitors. AID 1347165; active = well fitted inhibition curve with a large enough effect; inconclusive = small, poorly fitted or top-dose-only effect; inactive = no such curve, though single readings can be large or run the other way; note: 0% is about no effect; nearly all actives have a fitted effect of over 70% in size
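qHTS format, multiple compound concentrations. Buffer 50 mM HEPES pH 7.5/0.01% Tween-20; 200 nM KDM5BΔAP final; 10 min compound preincubation; substrate-mix levels 12.5 µM peptide, 25 µM α-KG, 0.25 mM NAD⁺; 30 min RT; ΔRFU.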
An asterisk follows results filed as active; ? = inconclusive; [ ] = remark or other dose. Potency is the fitted concentration of half-maximal effect.

KDM5B inh	canonical_smiles
-6.3%	COc1cc(OC)c(C2CC(=O)Oc3c2c(=O)[nH]c2ccccc32)cc1OC (stereo not given)
-9.3%	Cc1ccc(CSc2nc3ccc(NC(=O)COc4ccc(F)cc4)cc3s2)cc1
-6.7%	Cc1ccc(F)c(S(=O)(=O)N2CCCC2c2nc3ccccc3[nH]2)c1 (stereo not given)
7.5%	CC(=O)c1cc(CN2CCC(C(=O)Nc3cccc(-c4cscn4)c3)CC2)cs1
-6.8%	Cc1cc(C)c2oc(C(=O)N(Cc3ccccc3)Cc3ccco3)cc(=O)c2c1
-6.3%	CC(NC(=O)c1ccc([N+](=O)[O-])cc1Cl)C1CC2CCC1C2 (stereo not given)
17.2%	O=C(CC1CCCN(c2cn[nH]c(=O)c2)C1)N1CCN(c2cccc(Cl)c2)CC1 (stereo not given)
-25.9%[86.2 µM]	COCCn1cnc2ccc(-c3ccccc3Oc3ccccc3)nc2c1=O
?	Cn1c(=O)c2c(c3ccccc31)OC(=O)CC2c1ccccc1 (stereo not given)
?	COc1cccc(Nc2cc(C(=O)NCc3cccnc3)c3c(c2)ncn3C)c1
5.4%	Cc1ccccc1Cn1nnc2c(=O)[nH]c(C3CCCN(C(=O)c4ccc(F)cc4)C3)nc21 (stereo not given)
-12.9%	CC(=O)N1c2ccc(S(=O)(=O)NCC3CCC(C(=O)NC(C)(C)C)CC3)cc2CC1C (stereo not given)

Quoted at random: 6 records from the list, in no set order.
KDM5B inh	canonical_smiles
-6.3%	CC(NC(=O)c1ccc([N+](=O)[O-])cc1Cl)C1CC2CCC1C2 (stereo not given)
7.5%	CC(=O)c1cc(CN2CCC(C(=O)Nc3cccc(-c4cscn4)c3)CC2)cs1
-6.3%	COc1cc(OC)c(C2CC(=O)Oc3c2c(=O)[nH]c2ccccc32)cc1OC (stereo not given)
-12.9%	CC(=O)N1c2ccc(S(=O)(=O)NCC3CCC(C(=O)NC(C)(C)C)CC3)cc2CC1C (stereo not given)
-6.7%	Cc1ccc(F)c(S(=O)(=O)N2CCCC2c2nc3ccccc3[nH]2)c1 (stereo not given)
-25.9%[86.2 µM]	COCCn1cnc2ccc(-c3ccccc3Oc3ccccc3)nc2c1=O

Continuation:
KDM5B inh	canonical_smiles
-13.4%	Cc1ccc(CNC(=O)CCCn2c(=O)[nH]c3ccc(Br)cc3c2=O)cc1
-5.9%	CCOC(=O)C1CCC(CN(Cc2ccc(OC)cc2)S(=O)(=O)c2ccc(F)c(C(=O)Nc3cc(C)ccc3C)c2)CC1 (stereo not given)
9.8%	CCc1cc(=O)n(CC(=O)Nc2ccccc2)c(-c2ccccc2)n1
?	Cc1ccc(C)c(N2CCN(C(=O)c3cc4ccc5cccnc5c4[nH]3)CC2)c1
5.8%	CC(=O)N1c2ccccc2CC1C(=O)N1CCN(c2ccc(F)cc2)CC1 (stereo not given)
13.2%	COc1ccc(CC(=O)Nc2nonc2-c2ccc(Br)cc2)cc1
-16.5%	COC(=O)C1=C(C)NC(=O)NC1c1ccc(O)cc1 (stereo not given)
?	CN(C)c1cccc(C(=O)N2CCN(C(=O)c3nnn4c3COC(c3ccc(Cl)cc3)C4)CC2)c1 (stereo not given)
?	CCn1cc(S(=O)(=O)c2cc(C)cc(C)c2)c(=O)c2cc(F)c(N3CCN(c4ccccc4)CC3)cc21
-4.4%	O=[N+]([O-])c1ccc(NCCc2ccccc2)c(Br)c1
17.8%	O=C(CN1CCN(Cc2ccccc2)CC1)N/N=C/c1ccco1
0.5%	Cc1nccn1CC(=O)N1CCCn2cc(-c3ccccc3F)nc21
4.3%	COc1cccc(C(=O)Nc2ccc3c(N4CCOCC4)ncnc3c2)c1
-11.7%	CCOC(=O)c1ccc(N2C(=O)c3n[nH]c(-c4cccs4)c3C2c2ccc(Cl)cc2Cl)cc1 (stereo not given)
-21.1%[86.2 µM]	CC(C)OC(=O)N1CCC(COc2ccc3c(cnn3CC[S+](C)(=O)[O-])c2)CC1
?	COc1cc2c(cc1OC)-c1c(c(C(=O)N3CCCC3)nn1-c1ccccc1F)C2
-2.6%	Cc1ccc(NC(=O)CC(O)(c2nccn2C)C(F)(F)F)cc1 (stereo not given)
-29.2%	CCOc1ccc(NC(=O)NCc2cccn2Cc2ccccc2)cc1
6.6%	c1ccc2c(c1)OCCOCCOCCOc1ccccc1OCCOCCO2
25.5%	COc1ccc(NC(=O)c2cccs2)cn1
31.6µM*	Cc1cc2cc(-c3c(C)noc3C)nc(-c3cccc([S+](C)(=O)[O-])c3)c2o1
13.0%	CC(C(=O)NCC1CCOCC1)c1ccccc1 (stereo not given)
5.8%	O=[N+]([O-])c1cccc(Br)c1
-6.0%	COC(=O)[C@]12C[C@H](CC(=O)N3CCCCC3)C(=O)N(Cc3cccc4ccccc34)C1=C[C@H](C1CCCC1)O[C@@H]2C
-17.8%	CCn1c(SCc2nnc(-c3ccccc3Br)o2)nnc1N1CCOCC1
-12.8%	CCC(=O)N1CCCC(n2c(C)cnc2-c2cccnc2)C1 (stereo not given)
-2.0%	COc1ccc(C(=O)N2CCN(Cc3cc(=O)n4ccsc4n3)CC2)cc1F
-10.9%	O=C(c1ccc(F)cc1)N1CCN(c2cn[nH]c(=O)c2Cl)CC1
27.8%	COCCn1nnnc1C1CC2(CCOCC2)C(=O)N1Cc1ccc(OC(C)C)cc1 (stereo not given)
?	CC(=O)N1CCC2(CC1)CN(C(=O)c1ccnc(N)c1)Cc1ccccc1O2
?	CN(C(=O)c1ccnc(-c2nnc3ccc(N4CCOCC4)nn23)c1)c1ccccc1
-7.0%	COCCN(Cc1ccccn1)C(=O)c1ccc2c(c1)ncn2C
?	Cc1ccc(NS(=O)(=O)c2ccc(N/N=C/c3cc(C)[nH]c3C)c([N+](=O)[O-])c2)c(C)c1
-0.5%	CNc1ccc(-c2nc(-c3ccccc3C)no2)cc1[N+](=O)[O-]
?	O=C(O)c1ccc2nccnc2c1
6.9%	CCCNC(=O)N1CCCN(S(=O)(=O)c2ccc3c(ccn3CC)c2)CC1
-10.4%[149 µM]	NCc1ccc(-c2ccc(F)cc2F)cc1
-0.4%	CCc1cccc2c(C3=CCN(C(=O)CC(C)C)CC3)c[nH]c12
-13.9%	CCOc1ccc(N(CC(=O)N2CCCC2)S(=O)(=O)c2ccc(F)cc2)cc1
2.5%	CCc1cc2c(cc3c(=O)n(CC(=O)NCc4cc(Br)ccc4OC)ncn32)s1
0.5%	O=C(COC(=O)CCc1c[nH]c2ccccc12)NC1CC1
31.8%	COCC(=O)N[C@@H]1CN(S(=O)(=O)c2cn(C)cn2)CC[C@@H]1c1nc(C)no1
-2.7%	CCCC(=O)OCCNc1c(C(=O)OCC)cnc2c(Cl)c(Cl)ccc12
-12.4%	O=C1CC(c2noc(C3CCC3)n2)CN1C1CCCCC1 (stereo not given)
-9.5%[115 µM]	CN(Cc1cccc(C(F)(F)F)c1)C(=O)C1(c2ccc(Cl)cc2)CCOCC1
-25.7%	CC(N)CCc1ccc(O)cc1 (stereo not given)
-1.2%	COc1ccc(CCC(=O)N2CC(c3nnc(C(C)C)o3)C3(CCOCC3)C2)cc1 (stereo not given)
-12.8%	COC(=O)c1cccc(NC(=O)Cc2cc(C(C)=O)ccc2OC)c1

Molecules from the list above that contain two or more sulfur atoms (2):
KDM5B inh	canonical_smiles
-9.3%	Cc1ccc(CSc2nc3ccc(NC(=O)COc4ccc(F)cc4)cc3s2)cc1
7.5%	CC(=O)c1cc(CN2CCC(C(=O)Nc3cccc(-c4cscn4)c3)CC2)cs1

3 of the entries above in order of the KDM5B inh value, ascending:
KDM5B inh	canonical_smiles
-12.8%	COC(=O)c1cccc(NC(=O)Cc2cc(C(C)=O)ccc2OC)c1
-2.7%	CCCC(=O)OCCNc1c(C(=O)OCC)cnc2c(Cl)c(Cl)ccc12
-1.2%	COc1ccc(CCC(=O)N2CC(c3nnc(C(C)C)o3)C3(CCOCC3)C2)cc1 (stereo not given)

Continued:
KDM5B inh	canonical_smiles
-8.2%	CC(NC(=O)c1cccnc1N(C)C)c1ccc(F)cc1 (stereo not given)
-3.6%	O=C(Cc1cccs1)Nc1c(NC2CCCC2)c2ccccc2oc1=O
-3.2%[86.2 µM]	Fc1cccc(CNc2ccc3nnc(-c4ccccn4)n3n2)c1
-21.0%	Cc1ccc(-c2ocnc2C(=O)Nc2ccc(C(C)C)cc2)s1
?	NC(=O)NC(=O)COC(=O)c1cc(-c2ccco2)nc2ccccc12
-10.9%[115 µM]	CN(C)C(=O)NC[C@@H]1CC[C@H]2C[C@@H]1C2(C)C
-0.4%	CCCN(C(=O)c1sc2nc3n(c(=O)c2c1C)CCCC3)c1ccccc1C
-4.9%	Cc1cc2oc(=O)cc(CN3CCCCCC3)c2cc1Cl
25.1µM*	O=C(NCc1nnc2cc(-c3nc(C4CC4)no3)ccn12)C1CCC1
6.1%	COc1ccc(C(=O)N[C@@H]2CCC[C@@H]2C(=O)N2CCCCC2)cc1
-14.4%	Cn1c(=O)[nH]c(=O)c2c1nc(Sc1nc3ccccc3[nH]1)n2CCCc1ccccc1
-16.9%	COc1cc(Cl)c(C)cc1NC(=O)C(C)N1CCN(S(=O)(=O)c2ccccc2C#N)CC1 (stereo not given)
-12.5%	Cc1ccc(-n2c(SCC(N)=O)nc3c(oc4ccccc43)c2=O)cc1C
10.9%	CC(C)NC(=O)CNC(=O)CCc1ncc(-c2ccc(Cl)cc2)o1
1.1%	CCOCC(O)Cn1cnc(-c2ccccc2)c1-c1cccc(OC)c1F (stereo not given)
23.1%	O=C(CN(Cc1ccccc1)C(=O)CCC(=O)Nc1nccs1)NCc1ccc(F)cc1
3.8%[115 µM]	COCc1cc(CC2(NCC(C)(C)C)COC2)no1
?	O=C1C(Nc2ccccc2)=CC(c2ccc3c(c2)OCO3)N1c1ccccc1 (stereo not given)
-13.2%	COCCCNC(=O)Cn1nc(N2CCN(c3ccccc3)CC2)ccc1=O
-6.5%	Cc1ccc(CN2CCCn3nc(C(=O)NCC(C)c4ccccc4)cc3C2=O)cc1 (stereo not given)
8.4%	COc1cccc(S(=O)(=O)N2CC(n3cc(C(=O)NCC4CC4)nn3)C2)c1
8.6%	Cc1ccc(C(=O)NCCc2cccnc2)cc1
-0.2%	Clc1ccccc1C1Cn2nnc(-c3noc(C4(c5ccccc5)CC4)n3)c2CO1 (stereo not given)
-8.6%	O=C(CN1CC2CC(C1)[C@H]1CCCC(=O)N1C2)NCc1cccc(Cl)c1 (stereo not given in full)
-23.7%	CC1CCN(S(=O)(=O)c2ccc3ncn(CC(=O)Nc4ccccc4C(F)(F)F)c(=O)c3c2)CC1
-23.1%	CC1=C(C(N)=O)C(c2ccc(C)cc2)n2nc(SCc3ccccc3)nc2N1 (stereo not given)
?	O=C(Nc1ccc2nc(SCCOc3ccccc3)sc2c1)c1cccs1
?	O=C(CSc1ncccc1C(=O)Oc1ccccc1Cl)Nc1ccc(C(F)(F)F)cc1Cl
-10.0%	CCO[C@H]1CN(C(=O)c2cc(N3CCCCC3)ccc2Cl)C[C@@H]1O
-7.6%[115 µM]	O=C(C1CCCCC1)N1CCC2(CC1)NCc1ccccc1NC2=O
-18.3%	CC(C)(C)C(=O)Oc1ccc2c(=O)c(-c3ccccc3)coc2c1
-2.9%	CCn1c(CNC(=O)c2ccc(Cl)cc2)nnc1SCC(=O)NC1=NCCS1
-0.7%	O=C(/C=C/c1cccc([N+](=O)[O-])c1)c1ccc(OC(F)F)cc1OC(F)F
4.3%	Cc1cccc(N2CCN(C(=O)CCNS(=O)(=O)c3ccc4c(c3)CCN4C(=O)C3CC3)CC2C)c1 (stereo not given)
-10.0%	COc1ccc(NC(=O)CN2CCN(CC(=O)Nc3ccccc3F)CC2)cc1OC
-12.6%	COc1ccc(Cn2c3c(c(=O)n2Cc2ccccc2)CCN(C(=O)c2ccnn2C)C3)cc1
4.4%	Cn1cnc(S(=O)(=O)N2CCN(c3ccc(F)cc3)CC2)c1
1.9%	Cc1ccc(NC(=O)c2cc3c(Cl)nc4ccc(C)cc4c3s2)c(Cl)c1
5.0%	CC(=O)N1CC2(CCN(Cc3cncn3C3CC3)CC2)CC1C(=O)O (stereo not given)
?	C#CCOc1c(Cl)cc(/C=C2/C(=O)ON=C2C)cc1OC
?	CC(=O)N1CC[C@H](c2nc3ccc(F)cc3[nH]2)C1
-11.0%	O=C(COc1ccccc1)NCCC1CCN(C(=O)Nc2ccccc2)CC1
17.9%[86.2 µM]	CC1(NC(=O)C2CC2)CN(Cc2nc(-c3ccccc3)cs2)C1
?	Cc1nc2nc(SCC(=O)Nc3ccccc3Cl)nn2c(C)c1Cc1ccccc1
1.6%	Cc1cc2oc(=O)cc(COC(=O)Cc3n[nH]c(=O)c4ccccc34)c2cc1C(C)C
?	COC(=O)c1cc(NCc2ccc(-c3ccccc3)cc2)ccc1N1CCOCC1
16.8%	COc1cc2c(cc1OC)C(C)N(C(=O)c1ccccc1Br)CC2 (stereo not given)
-5.5%	CSc1ccc(N2CC(C(=O)N(C)Cc3cnn(Cc4ccccc4)c3)CC2=O)cc1 (stereo not given)
-6.8%	Cc1ccc2nc(NC(=O)Cn3c(=O)oc4ccccc43)sc2c1
23.5%	COc1ccc(CCN2CC(C(=O)OCC(=O)NC(Cc3ccccc3)C(C)=O)CC2=O)cc1OC (stereo not given)
-2.9%	O=C(c1ccc2ncsc2c1)N1CCN(c2nc3ccc(F)cc3s2)CC1
?	Nc1nccnc1C(=O)NCCc1cccc2cccnc12
13.4%	O=C(NC(C1CC1)C1CC1)c1ccccc1F
20.7%	Cc1ccc(C(=O)NCC(c2cccnc2)N2CCc3ccccc3C2)cc1C (stereo not given)
?	Cc1ccc(C)c(N2CCN(C(=O)CCS(=O)(=O)c3ccc4c(c3)oc(=O)n4C)CC2)c1
?	Cc1cc2nc(-c3ccc(=O)[nH]c3)n(Cc3ccccc3)c2cc1C
-9.4%[86.2 µM]	Cc1ccccc1-c1ncc2c(n1)OCCN(c1ccccc1)C2=O

Only part of the results is shown; rates above refer to the full screens.
